CIT2 TOR yeast: modulators of CIT2-GFP expression in yeast, primary screen, S. cerevisiae, GFP fusion, multiplex flow cytometry, MLPCN library | S. cerevisiae CIT2-GFP strain, 3 h; 100 means same as DMSO wells | 320,000 tested, 0.065% active | GFP response vs DMSO, % at 10 µM;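 active = GFP response relative to DMSO above a set limit, near the screen mean plus 3 SD, cut at about 150% in these data; inconclusive = Fewer than 70 cells measured for a yeast strain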;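 note: ratio of well median GFP fluorescence to mean of DMSO wells on the plate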
AGP1 TOR yeast: modulators of AGP1-GFP expression in yeast TOR pathway, primary screen, cell-based, multiplex flow cytometry, S. cerevisiae, MLPCN library. 3 h; GFP as percent of DMSO wells. GFP response vs DMSO, % at 10 µM. 320,000 tested, 0.02% active. AID 2066, 2009;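 active = GFP response relative to DMSO above a set limit, near screen average plus 3 SD, cut at about 150% in these data; inconclusive = fewer than 70 cells counted for the yeast strain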;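 note: median GFP channel fluorescence of the gated AGP1 strain per well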
LAP4 TOR yeast: modulators of LAP4-GFP expression in yeast, primary screen, S. cerevisiae, multiplex flow cytometry, MLPCN library; 3 h; median GFP as percent of DMSO wells; GFP response vs DMSO, % at 10 µM; 320,000 tested, 0.34% active; AID 2023, 2009;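 active = GFP response vs DMSO above a set limit, about the screen mean plus 3 SD, cut at about 150% in these data; inconclusive = under 70 cell events counted for the yeast strain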
MEP2 TOR yeast: modulators of MEP2-GFP levels in yeast, primary screen, S. cerevisiae, multiplex flow cytometry, MLPCN library; S. cerevisiae MEP2-GFP strain, 3 h; 100% = DMSO control level; GFP response vs DMSO, % at 10 µM; 330,000 tested, 0.51% active;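 active = GFP response versus DMSO above a set limit, roughly screen mean plus 3 SD, cut at about 180% in these data; inconclusive = fewer than 70 cells counted for a yeast strain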;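 note: median GFP fluorescence of the barcode-gated MEP2-GFP cells per well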
AHR act: AHR activators, primary screen, cell-based, luminescence, luciferase reporter, human; AHR-responsive luciferase reporter cells; activation, % at 5 µM; 320,000 tested, 2.5% active; in the data active = activation above about 47%;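 note: 0% = vehicle wells and 100% = reference agonist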
Target sequence (P35869 whole entry, looked up): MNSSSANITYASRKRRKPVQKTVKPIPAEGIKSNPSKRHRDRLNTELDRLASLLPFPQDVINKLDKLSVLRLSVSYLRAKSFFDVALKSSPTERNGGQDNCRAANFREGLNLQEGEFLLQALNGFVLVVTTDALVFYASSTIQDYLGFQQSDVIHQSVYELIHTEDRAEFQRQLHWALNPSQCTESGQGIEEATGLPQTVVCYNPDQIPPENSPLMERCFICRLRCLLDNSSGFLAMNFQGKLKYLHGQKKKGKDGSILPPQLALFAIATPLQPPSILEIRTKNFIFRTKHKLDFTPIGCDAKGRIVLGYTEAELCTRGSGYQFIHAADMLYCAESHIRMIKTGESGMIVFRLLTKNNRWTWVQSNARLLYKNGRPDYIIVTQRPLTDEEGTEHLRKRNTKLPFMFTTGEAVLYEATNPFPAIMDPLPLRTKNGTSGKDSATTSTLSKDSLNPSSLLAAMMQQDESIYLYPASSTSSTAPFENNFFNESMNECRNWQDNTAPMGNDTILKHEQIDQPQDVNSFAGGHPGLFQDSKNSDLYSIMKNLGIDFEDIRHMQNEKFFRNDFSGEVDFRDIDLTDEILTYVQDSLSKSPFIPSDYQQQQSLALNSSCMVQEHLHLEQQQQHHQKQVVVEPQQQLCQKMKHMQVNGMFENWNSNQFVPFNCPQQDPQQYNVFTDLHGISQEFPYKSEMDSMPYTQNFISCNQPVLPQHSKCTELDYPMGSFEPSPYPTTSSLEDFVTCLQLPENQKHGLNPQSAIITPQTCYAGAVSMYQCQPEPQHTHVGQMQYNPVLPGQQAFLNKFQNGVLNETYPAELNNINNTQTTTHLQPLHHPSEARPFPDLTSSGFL
Efflux pump mplx: inhibitors of Candida efflux pumps in yeast, primary screen, S. cerevisiae, Nile Red, multiplex. S. cerevisiae Candida pump triplex. inhibition, % at 10 µM. 330,000 tested, 0.44% active;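 active = plate passing quality check with inhibition over a set limit, or well fluorescence over plate mean plus 4 SD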;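 note: Nile Red retained in pooled yeast measured as flow cytometry median fluorescence; 0% = buffer negative control and 100% = Enniatin B positive control; higher means more Nile Red kept so more efflux inhibition; some compounds called inactive have numbers as strong as hits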
CR mimetic SO: reduction of superoxide in aged yeast, primary screen, HTS | S. cerevisiae aged cells, superoxide DHE fluorescence; stronger effect = lower value | superoxide response (% of plate mean), % at 10 µM | 330,000 tested, 0.18% active;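 active = superoxide response under a set limit, about three screen SD below normal, cut at about 65% in these data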;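 note: yeast aged for seven days with compound at 30 °C before DHE staining; 100% = average MFI of all compound-treated wells on the plate with controls excluded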
RPL19A TOR yeast: RPL19A-GFP expression modulators in yeast, primary screen, cell-based, S. cerevisiae, multiplex flow cytometry, MLPCN; S. cerevisiae RPL19A-GFP strain, 3 h; stronger effect = lower value; percent response vs DMSO, % at 10 µM; 330,000 tested, 0.3% active;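 active = percent response vs DMSO below 50%; inconclusive = fewer than 70 events counted for the yeast strain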;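 note: median channel GFP fluorescence of the barcoded RPL19A-GFP strain; ratio of sample median GFP to plate DMSO average so 100% = DMSO; lower means less RPL19A-GFP as with rapamycin TOR inhibition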
Numbers without * were called inactive; ? = inconclusive; / = no result given; [ ] = another dose, or the depositor's remark.

SMILES	CIT2 TOR yeast	AGP1 TOR yeast	LAP4 TOR yeast	MEP2 TOR yeast	AHR act	Efflux pump mplx	CR mimetic SO	RPL19A TOR yeast
O=C(CCc1ccccc1)NC1(Cc2ccccc2)CCN(CCc2cccs2)C1=O (stereo not drawn)	?	?	90[may fluoresce red and violet]	74[may fluoresce red and violet]	1	0.2	111	?
O=C(NC(=S)Nc1ccc(S(=O)(=O)Nc2nccs2)cc1)c1ccc(F)cc1	103	100	95	103	3	0.1	101	99
COc1cc(/C=C2/NC(=O)NC2=O)cc(Br)c1OCc1cccc(C(=O)O)c1	102	105	102	100	2	0.1	94	98
COc1cc(CCCN2C(=O)C(=O)NC[C@@H]2c2ccccc2)cc(OC)c1OC	94	95	94	97	7	0.0	96	92
COC(=O)c1cccc(NC(=O)Cc2ccsc2)c1	108	104	103	106	4	0.1	91	98
CC(C)CC(c1nnnn1C1CCCC1)N1CCN(c2ccccc2F)CC1 (stereo not drawn)	107	110	103	104	1	0.0	90	108
CN(C(=O)CN1C(=O)NC2(CCCc3ccccc32)C1=O)C1CCCCC1 (stereo not drawn)	96	103	101	97	2	0.0	101	98
COC(=O)c1[nH]c2ccc(C)cc2c1NC(=O)CN1CCc2cc(OC)c(OC)cc2C1	98	/	91	88	4	0.1	112	90
CCS(=O)(=O)N1CCN(C(=O)C(c2ccccc2)c2ccccc2)CC1	107	101	96	98	1	-0.1	110	98
O=C(CCCC(=O)c1ccccc1)Nc1ccc(O)cc1	109	103	97	107	1	0.0	92	110
COc1ccc(NC(=O)C2CCN(S(=O)(=O)c3ccc4c(c3)CC(C)N4C(C)=O)CC2)cc1OC (stereo not drawn)	98	101	98	116	2	-0.2	92	100
Cc1cccc(S(=O)(=O)NNC(=O)c2cc(-c3ccc(F)cc3)nc3ccccc23)c1	91	102	111	107	15	0.1	112	98
COc1ccc(CC(=O)N/N=C/c2ccc(-c3ccc(F)cc3)o2)cc1OC	103	115	111	101	-5	0.1	95	105
CCN(CC)c1ccc(/C=N\NC(N)=O)cc1	109	101	93	101	13	-0.1	99	101
N#Cc1ccc(Cn2c(=O)oc3ccccc32)cc1	93	94	102	102	4	0.2	106	94
Fc1ccc(Nc2ncnc3sc4c(c23)CCC4)cc1	85	93	127	99	22	-0.2	82	90
COc1ccc(CN(C)S(=O)(=O)c2nnc(NC(=O)c3cccc(OC)c3)s2)cc1	103	105	100	103	3	0.0	93	104
N#Cc1cc([N+](=O)[O-])ccc1NC(=O)COC(=O)CN1C(=O)C2CCCCC2C1=O (stereo not drawn)	103	100	94	99	8	0.0	94	99
Cc1ccccc1NC(=O)CSc1nnc(CNC(=O)c2ccco2)n1C	92	109	89	92	3	0.2	99	94
CCOc1ccccc1NC(=O)CCCc1nc2ccccc2c(=O)[nH]1	95	93	92	92	1	0.0	94	90
Nc1cccnc1Oc1ccc(F)cc1	103	114	112	105	1	0.0	85	108
CCn1c(CNC(=O)Cc2ccc(OC)cc2)n[nH]c1=S	89	100	98	98	-3	0.1	90	99
CC(=O)NCCC1CCN(c2nc3nonc3nc2N(C)Cc2ccccc2)CC1	97	106	100	91	2	0.0	109	94
N#Cc1nc(-c2ccc(Cl)cc2)oc1N1CCCCC1	106	101	93	99	0	0.0	116	97
COc1ccc(CCNC(=O)CCC(=O)N2CCOc3ccccc32)cc1OC	105	108	102	98	2	0.0	91	102

Further entries
SMILES	CIT2 TOR yeast	AGP1 TOR yeast	LAP4 TOR yeast	MEP2 TOR yeast	AHR act	Efflux pump mplx	CR mimetic SO	RPL19A TOR yeast
O=S(=O)(Nc1cccc(-c2ccc3nncn3n2)c1)c1cccs1	100	98	86	98	0	-0.2	92	100
Cc1ccc(CNC(=O)COC(=O)[C@@H]2CC(O)CN2S(=O)(=O)c2ccc3c(c2)OCCO3)cc1 (stereo partly drawn)	104	108	100	108	7	0.1	105	108
COCCN(C(=O)COC(=O)C12CC3CC(CC(Cl)(C3)C1)C2)c1c(N)n(Cc2ccccc2)c(=O)[nH]c1=O	104	106	111	102	0	0.0	95	94
Cc1cc(C(=O)OC(C)C(=O)NC2CCCCC2C)c(C)o1 (stereo not drawn)	101	102	99	110	1	0.0	108	99
Cc1ccc(S(=O)Cc2ccc(C(=O)N3CCN(C(=O)c4ccco4)CC3)o2)cc1 (stereo not drawn)	104	106	116	112	0	0.0	78	101
COc1ccc(Oc2ccc(N/C=C3/CCCC3=O)cc2)cc1	103	98	97	115	-4	-0.3	106	100
COc1ccccc1NC(=O)COC(=O)CCn1c(C)csc1=O	101	105	103	101	1	0.0	113	97
Cc1sc2ncn3c(C)nnc3c2c1C	92	85	87	87	2	-0.1	102	86
CC(=O)CCC(=O)c1ccc2ccccc2c1	109	97	89	107	-1	0.1	103	99
CCc1nnc(NC(=O)c2csc3c2CCC(C)C3)s1 (stereo not drawn)	84	84	118	68	10	-0.1	104	89
Cc1ccc(S(=O)(=O)NC(C)CCc2ccccc2)cc1 (stereo not drawn)	82	93	102	97	0	0.0	97	95
Cc1ccc(C(=O)O)c(C(=O)Nc2nc3ccccc3s2)c1	101	101	97	101	9	-0.1	103	102
COc1ccc(NC(=O)CSc2nnc(-c3cccs3)n2N)c(OC)c1	89	90	90	96	2	0.0	98	88
O=C(CCc1ccccc1)NCC(c1ccco1)N1CCc2ccccc21 (stereo not drawn)	107	115	108	102	1	0.1	99	103
COc1cccc(NC(=O)COC(=O)c2sccc2C)c1	94	96	109	105	0	0.0	87	100
CCOc1ccc(CN2CCN(C(=O)c3ccco3)CC2)cc1	107	109	104	103	-2	-0.1	103	110
Cc1cccnc1NC(=O)c1ccc(OCC2CCCO2)cc1 (stereo not drawn)	111	110	107	110	1	0.1	76	108
C=CCn1c(N)c(C(=O)N2CCOCC2)sc1=S	103	106	98	106	0	-0.1	90	/
COCCCNC(=O)CNC(=O)c1nn(-c2ccc(OC)cc2)c(=O)c2ccccc12	102	105	110	108	22	-0.1	106	102
CCn1cc(Br)c(C(=O)NN)n1	90	93	85	100	50*	0.1	115	99
Cc1nc2c(C(=O)NCc3ccc4c(c3)OCO4)c[nH]n2c(=O)c1Cl	104	106	109	113	5	0.1	101	106
Cc1ccc(-c2nn(C)c(=O)c3ccccc23)cc1CO	94	91	88	96	3	-0.1	109	90
Cc1ccc(-c2csc(-c3ccncc3)n2)cc1	104	91	97	108	80*	-0.1	110	111
COc1ccc(/C=C2\CCCC3C2=NN(C(=O)c2scnc2C)C3c2ccc(OC)cc2)cc1 (stereo not drawn)	102	102	107	104	-1	0.0	81	101
CCc1cccc(NS(=O)(=O)c2ccc3c(c2)CCC(=O)N3)c1	95	100	100	99	8	-0.2	100	97

The results go on.
SMILES	CIT2 TOR yeast	AGP1 TOR yeast	LAP4 TOR yeast	MEP2 TOR yeast	AHR act	Efflux pump mplx	CR mimetic SO	RPL19A TOR yeast
COc1ccc(-c2nc(CN(CC3CCC(=O)N3)C(C)C)c(C)o2)c(C)c1C (stereo not drawn)	94	99	98	101	7	0.1	100	96
O=C(COC(=O)C1=COCCO1)Nc1ccc([N+](=O)[O-])cc1C(F)(F)F	90	99	99	99	2	0.1	128	98
CCn1cc(C(=O)NCc2ccc(Cl)cc2)c(=O)c2cc(S(=O)(=O)N(C)C)ccc21	115	108	100	98	-1	-0.1	85	104
CCN(CC)C(=O)CSc1nnc(-c2ccccc2)o1	100	101	96	101	5	0.1	98	99
Cc1ccc(/C=C(\C#N)C(=O)Nc2cccc(C)n2)cc1	87	89	99	101	2	0.0	105	105
COc1ccccc1N1CCN(/N=C/C=C\c2ccco2)CC1	110	101	108	116	-2	0.0	88	98
CC(NC(=O)CNC(=O)c1sc2ccccc2c1Cl)c1cccnc1 (stereo not drawn)	85	93	80	97	1	0.6	97	98
O=C1N=C(N2CCCC2)S/C1=C\c1ccccc1	/	98	92	96	-4	0.0	97	99
O=C(O)C(F)=C1c2ccccc2-c2ccccc21	92	104	106	99	0	0.0	105	95
CC1=C(C(=O)NC(C)c2ccccc2)C2(CCC(C)CC2)OC1=O (stereo not drawn)	84	102	87	90	6	-0.1	94	99
CCOc1ccc(NC(=O)C(=O)NCCN2CCN(S(=O)(=O)c3ccc(C)cc3)CC2)cc1	100	102	97	107	0	0.1	97	102
CC(C)(C)c1ccc(C(=O)NC(=S)N2CCCC2)cc1	101	103	122	97	4	-0.9	93	108
COC(=O)Nc1ccc(S(=O)(=O)Nc2ncccn2)cc1	109	103	94	109	2	-0.1	85	99
O=C1CC(=O)N(CCc2ccc(F)cc2)C(=O)N1	97	89	94	95	12	-0.1	98	95
N=c1c(S(=O)(=O)c2ccc(Cl)cc2)cc2c(=O)n3ccccc3nc2n1C1CCCCC1	102	77	77	97	-2	-6.5	98	90
CC(C)OCCCN1C(=O)c2[nH]nc(-c3ccccc3O)c2C1c1cccc(Cl)c1 (stereo not drawn)	98	103	86	97	13	0.0	108	95
Cc1cccc(N=C2NN=C(c3c(C)[nH]c4ccccc34)CS2)c1	93	100	90	90	32	0.2	94	105
COc1ccc(NCc2n[nH]c(=O)c3ccccc23)cc1	/	104	94	105	4	0.2	108	102
O=C(Nc1ccc(-c2ccc3nncn3n2)cc1)C1CCCCC1	102	109	107	104	0	-0.1	87	102
O=c1oc(-c2cccs2)nc2ccc(Cl)cc12	101	85	94	106	6	0.1	98	102
Cn1c(C(=O)N[C@@H](C(=O)O)c2ccccc2)cc2cc(F)ccc21	102	103	91	104	20	-0.3	99	106
CCc1nnc(NC(=O)CCC(=O)N2CCN(c3cc(C)ccc3C)CC2)s1	102	101	103	100	3	0.2	95	103
O=C(NCC1CCCO1)c1cn(-c2ccccc2)nc1-c1ccc(F)cc1 (stereo not drawn)	97	94	103	108	20	0.1	118	108
O=C(COC(=O)CCNS(=O)(=O)c1ccccc1)NC(=O)Cc1ccccc1	99	100	96	94	0	-0.1	82	96
O=C(NC1CCN(Cc2ccccc2)CC1)c1cccc(S(=O)(=O)Nc2ccc(F)cc2)c1	91	101	95	101	-5	0.3	101	98

The results go on:
SMILES	CIT2 TOR yeast	AGP1 TOR yeast	LAP4 TOR yeast	MEP2 TOR yeast	AHR act	Efflux pump mplx	CR mimetic SO	RPL19A TOR yeast
O=C(NNC(=S)Nc1ccc(F)cc1)C1CC1c1ccc(Cl)cc1 (stereo not drawn)	97	103	105	106	1	-0.2	109	100
CCN1CCN(CC(=O)c2ccc(C)cc2)CC1	106	96	91	94	1	0.0	101	94
O=C(Nc1ccc2c(c1)Cc1ccccc1-2)c1cc2ccccc2o1	107	105	107	101	4	-0.1	92	103
CCC(C)NC(=O)C1CCC(CNS(=O)(=O)c2ccc3c(c2)CC(C)N3C(=O)C2CC2)CC1 (stereo not drawn)	97	104	107	104	0	0.4	104	102
Cn1c(COc2ccccc2)nnc1SCC(=O)c1cccc([N+](=O)[O-])c1	98	102	101	105	0	-0.1	101	100
Cc1ccc(/C=C(\NC(=O)c2ccccc2)C(=O)N2CCCC2C(=O)O)cc1 (stereo not drawn)	98	96	103	104	9	0.2	134	102
COc1ccccc1CN1CC(C(=O)NC2CCCCC2)CC1=O (stereo not drawn)	100	100	96	100	-2	-0.2	92	96

Assay outcomes deposited in PubChem by several laboratories.
